Scp1 inh: Scp-1 (human) phosphatase inhibition; Q9GZU7; Recombinant Scp1, phosphopeptide, malachite green phosphate absorbance; inhibition, % at 20 µM; actives 0.88% (n = 340,000); AID 493091;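 active = inhibition above about 50% at 20 µM, limit read from the data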;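 note: plate controls were DMSO wells with enzyme for no effect and wells lacking enzyme for full effect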
Target sequence (Q9GZU7 76-261 limits assumed): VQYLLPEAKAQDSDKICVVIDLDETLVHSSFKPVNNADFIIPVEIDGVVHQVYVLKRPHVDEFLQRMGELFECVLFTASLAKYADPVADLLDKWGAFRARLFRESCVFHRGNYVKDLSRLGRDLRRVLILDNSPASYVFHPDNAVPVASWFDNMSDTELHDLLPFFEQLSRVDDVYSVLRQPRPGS
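Test system: SCP-1 catalytic domain; Buffer or medium: Acidic Tris acetate buffer with magnesium and detergent; Also added: Phosphorylated 17-residue peptide substrate; Compound: single 20 µM dose, 1% DMSO; Schedule: enzyme reaction 45 min at room temperature, colour 5 min, stabilisation 30 min; Signal: Phosphate-binding colour reagent, absorbance read at 630 nm.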
STEP inh: inhibitors of human striatal-enriched phosphatase STEP. P54829. recombinant STEP, OMFP fluorogenic substrate, fluorescence. inhibition, % at 20 µM. actives 0.25% (n = 360,000). AID 588621;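 active = inhibition at 20 µM, scaled per plate between control wells, above about 37%, limit read from the data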;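 note: 0% = DMSO with enzyme and substrate and 100% = substrate only without enzyme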
Target sequence (P54829 whole entry, looked up): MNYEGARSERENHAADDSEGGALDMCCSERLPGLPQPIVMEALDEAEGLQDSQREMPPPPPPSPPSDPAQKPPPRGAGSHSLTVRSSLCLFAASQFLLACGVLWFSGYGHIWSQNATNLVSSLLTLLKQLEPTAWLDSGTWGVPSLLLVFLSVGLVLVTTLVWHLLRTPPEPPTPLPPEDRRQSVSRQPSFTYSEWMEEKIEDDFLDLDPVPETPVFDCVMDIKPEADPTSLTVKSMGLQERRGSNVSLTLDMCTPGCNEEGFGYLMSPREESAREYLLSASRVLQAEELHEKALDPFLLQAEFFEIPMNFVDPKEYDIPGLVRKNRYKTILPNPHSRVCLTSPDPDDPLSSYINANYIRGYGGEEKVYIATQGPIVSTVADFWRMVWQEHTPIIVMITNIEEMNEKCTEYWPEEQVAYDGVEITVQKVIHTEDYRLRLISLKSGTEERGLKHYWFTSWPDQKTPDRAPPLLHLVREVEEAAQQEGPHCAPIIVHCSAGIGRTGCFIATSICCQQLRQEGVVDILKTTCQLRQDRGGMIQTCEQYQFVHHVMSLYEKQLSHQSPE
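Also added – OMFP at 25 µM · Test system – STEP tyrosine phosphatase · Technique – FITC-channel fluorescence of OMFP product · Schedule – 20 min at room temperature, dark · Evaluation – control-normalized % inhibition with plate pattern correction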
NadD inh: blocks S. aureus nicotinate mononucleotide adenylyltransferase | purified NadD enzyme, colorimetric absorbance read-out | inhibition, % at 20 µM | actives 0.78% (n = 360,000) | AID 602399; in the data active = inhibition above about 26%; note: some compounds past the cut are filed as inactive
LMPTP inh: blocks human LMPTP phosphatase; P24666; recombinant LMPTP-A, OMFP fluorogenic substrate, fluorescence intensity; inhibition, % at 20 µM; actives 0.22% (n = 360,000); AID 651560;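 active = compounds that cut the enzyme signal by at least half of the control window in the single-dose screen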;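 note: plate controls were DMSO wells with enzyme plus substrate for no effect and substrate without enzyme for full effect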
Target sequence (P24666 whole entry, looked up): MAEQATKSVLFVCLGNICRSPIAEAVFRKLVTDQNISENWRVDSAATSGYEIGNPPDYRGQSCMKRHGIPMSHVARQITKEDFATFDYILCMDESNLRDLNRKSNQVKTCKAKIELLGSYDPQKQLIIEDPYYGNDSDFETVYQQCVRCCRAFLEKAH
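Test system: LMPTP-A, protein tyrosine phosphatase of low molecular weight; Input: 0.625 nM enzyme; Incubation: 50 min dark incubation at room temperature; Signal: endpoint fluorescence intensity from OMFP dephosphorylation; Read-out basis: % inhibition versus control wells.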
DNMT1 block: inhibitors of human DNMT1. inhibition (reported as % activation of signal), % at 10 µM. AID 588458. P26358. DNMT1 molecular beacon, Hinp1I cleavage, fluorescence. actives 0.83% (n = 360,000); in the data active = inhibition above about 50%
NRP1-CendR mod: alters CendR peptide binding to human NRP-1. FAM-RPARPAR peptide binding to NRP-1, fluorescence polarization. O14786. inhibition, % at 25 µM. actives 0.85% (n = 360,000);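 active = inhibition or corrected inhibition above about 18%, plus a signal ratio from 0.5 to 1.5, limit read from the data, passing the limit was not always enough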; note: strong numbers were not always called active
SKN-1 block: C. elegans SKN-1 inhibition; C. elegans VP596 Pgst-4::GFP/RFP ratio, acrylamide-induced, 24 h; inhibition, % at 21.8 µM; actives 0.49% (n = 360,000); AID 624304;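 active = interference check ratio from 0.5 to 1.5 plus GFP to RFP signal ratio inhibition reaching or exceeding a fixed threshold, cut at about 30% in these data, passing the limit was not always enough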; note: some compounds called inactive have numbers as strong as hits
Rpn11 inh: inhibitors of human proteasome Rpn11. calls only at 20 µM. human 26S proteasome, Ub4-pepOG fluorescence polarization; 20S core pre-blocked with epoxomicin. O00487. actives 0.59% (n = 360,000);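 active = inhibition at 20 µM, scaled to each plate's controls, above about 33%, limit read from the data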
SUMO1-SIM PPI: modulators of human SUMO1-mediated protein-protein interactions; SUMO1 binding to a labelled peptide, TR-FRET, 1 h; actives 0.33% (n = 360,000); P63165; inhibition, % at 20 µM; in the data active = inhibition above about 37%
Target sequence (P63165 whole entry, looked up): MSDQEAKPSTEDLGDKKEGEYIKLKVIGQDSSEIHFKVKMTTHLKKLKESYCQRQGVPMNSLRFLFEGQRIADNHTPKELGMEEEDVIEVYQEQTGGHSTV
MT1-MMP act inh: MT1-MMP (human) activation inhibition. P50281. HT1080 RFP-PRO-GFP cells, GFP/RFP ratio fluorescence, overnight; percent of plate control window, DMSO zero. GFP/RFP ratio change, % at 20 µM. actives 0.061% (n = 360,000). AID 651647;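 active = GFP/RFP ratio change of at least 30% with cell ATP level not reduced by more than half and red fluorescence within 50% of control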; note: strong numbers were not always called active
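Material – HT1080 RFP-PRO-GFP cells · Control set – DMSO wells and RFP-L50D-GFP cells · Incubation – overnight cell settling, then overnight compound exposure, 37 °C, 5% CO2 · Compound dosing – single-point 20 µM compound, 1% DMSO · Read-out – GFP/RFP fluorescence ratio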
Active calls of the source: *; i = inactive; x = no result given; + = active, no number.

Fields – Scp1 inh, STEP inh, NadD inh, LMPTP inh, DNMT1 block, NRP1-CendR mod, SKN-1 block, Rpn11 inh, SUMO1-SIM PPI, MT1-MMP act inh
COc1cccc(-c2noc(C3CCCN(C(=O)c4cccc(F)c4)C3)n2)c1 (stereo not given)
    -11, 0, 2, 1.1, -7, 6, -3, i, 4, -2
Cn1c(C(=O)NCCC2=CCCCC2)cc2c(=O)n3ccccc3nc21
    0, 3, 1, 0.8, -2, -8, -26, i, -4, 8
NC(=O)C1CCN(CC(=O)Nc2ccc(S(=O)(=O)N3CCOCC3)cc2)CC1
    -3, 0, -4, -1.5, 2, 1, 22, i, -2, 1
C=C(C)CN(CC)Cc1c(C(=O)N(C)CCCC)nc2ccccn12
    -13, 0, -7, -2.1, 0, 0, -9, i, 1, 0
OC[C@@H]1CN(Cc2ccncc2)C[C@H](n2cnc3c(NC4CCCC4)ncnc32)O1
    x, -4, -1, -2.8, 3, 5, 11, i, 1, -3
OC1CCCN(CC(O)COC(c2ccc(F)cc2)c2ccc(F)cc2)C1 (stereo not given)
    -9, 0, -6, -1.0, -1, -12, -17, i, 9, 3
CCOC1CC(C)(C)NC(=S)N1 (stereo not given)
    7, -1, 5, 0.0, 0, -8, 20, i, 3, 3
CC1CCN(C(=O)c2ccc(NS(=O)(=O)c3cccs3)cc2)CC1
    -4, -3, 5, -0.7, 2, -1, 2, i, -2, -3
CCN(CC)S(=O)(=O)c1cc(C)ccc1SC
    -21, 0, 0, -0.8, 3, -3, 9, +, 4, -1
CC(C)(C)c1nn2cnnc2n(/N=C/c2ccc(O)cc2)c1=O
    -7, 2, 3, -0.9, 2, 14, 7, i, -3, 4
Cc1cccc(C)c1NC(=O)C1NC(=O)CC1c1ccccc1 (stereo not given)
    -4, -2, -5, -2.2, 3, -9, -2, i, -1, -1
CCC(C)(C)NC(=O)C(c1ccc(OC)cc1)N(CCOC)C(=O)CCC(=O)Nc1nccs1 (stereo not given)
    3, 1, 4, -1.2, -1, 4, 6, i, 6, 1
CC(C)CC(NC(=O)C(COCc1ccccc1)NC(=O)OC(C)(C)C)C(=O)NN (stereo not given)
    -6, -1, -2, 0.3, 2, -8, -9, i, 18, 1
COCCN(C(=O)CNC(=O)c1ccco1)C(C(=O)NC1CCCCC1)c1cccc(OC)c1 (stereo not given)
    -2, 2, 3, 0.0, -5, 4, 0, i, -2, -4
Cc1cc(N(CN2CCCC2=O)C(=O)c2ccc(OC(C)C)cc2)no1
    -5, -5, 0, -0.3, 3, -3, 0, i, -1, 2
CCOC(=O)c1c(C)[nH]c(C(=O)OCC(=O)NCc2ccc(F)cc2)c1C
    -8, -1, 0, -1.3, 32, 1, -1, i, 0, -2
C=CCn1c(SCC(=O)NC2CC2)nnc1-c1cccc(OC)c1
    -6, -3, 2, -0.5, 0, 8, 1, i, 0, 2
CCCc1ccc(C(=O)NC(=O)c2ccccc2O)cc1
    67*, 48*, 4, 37, -2, -3, 3, i, 2, -4
O=C(NCc1cccc(C(F)(F)F)c1)C1CC(c2cccc(F)c2)=NO1 (stereo not given)
    -2, -3, -3, -0.1, -4, 4, 17, i, 5, 2
O=S(=O)(Nc1ccccn1)c1cccs1
    -2, 3, -7, -1.6, -6, -15, -5, i, -2, -2

More entries follow.
Fields – Scp1 inh, STEP inh, NadD inh, LMPTP inh, DNMT1 block, NRP1-CendR mod, SKN-1 block, Rpn11 inh, SUMO1-SIM PPI, MT1-MMP act inh
Cc1cccc(-c2nc(CN3CCN(C(=O)C4CCCO4)CC3)cs2)c1 (stereo not given)
    4, 0, -5, -1.4, 2, 8, -11, i, 4, 2
Cc1ccc(C(=O)Oc2cccnc2)cc1[N+](=O)[O-]
    5, 0, 4, -0.8, 3, 10, -4, i, -1, 5
CCN1CCN(C(CNS(=O)(=O)c2ccc(C)cc2)c2ccccc2)CC1 (stereo not given)
    -7, 2, 4, -2.2, 0, -4, 9, i, -3, 4
COC(=O)[C@@]1(Cc2ccccc2)[C@@H]2C(=CC(=O)[C@H]2CC(=O)C(=O)N(C)C)CN1C(=O)c1ccccc1
    -4, -3, 2, 0.7, -3, -3, 1, i, 0, -14
NC(N)=NS(=O)(=O)c1ccc(NC(=S)NC(=O)/C=C/c2ccccc2)cc1
    -5, 1, 0, -1.4, 10, -44, 9, i, -2, 5
COc1ccc(C2(CNC(=O)/C=C\c3ccco3)CCCC2)cc1OC
    -7, 12, 11, 1.7, -16, -29, -6, i, -7, 1
C=CCn1c(O)c(N=NC(=O)CNC(=O)c2ccncc2)c2ccccc21
    -2, -1, -1, -0.5, 2, -1, 4, i, -36, 0
Oc1ccc2ccc3[nH]cnc3c2c1
    1, -3, 1, 0.8, 1, 1, 4, i, 4, -3
ON=C(c1ccccc1)c1ccc2c3c(cccc13)CC2
    x, -1, -10, -0.9, -2, 3, 5, i, 2, -4
COCCSc1nnc(NC(=O)C2CC(=O)N(c3ccccc3)C2)s1 (stereo not given)
    -5, -4, -6, 0.2, 0, 5, 0, i, 2, 1
C=CCNCCCCOc1c(Cl)cc(C)cc1Br
    3, -4, -2, -1.1, 1, -5, -10, i, 1, -5
CCCC1=Nc2cc(C(=O)N3CCC(C(N)=O)CC3)ccc2Sc2ccccc21
    2, -2, -4, -1.7, -7, 11, -6, i, 0, 2
COc1ccc(NC(=O)C[C@@H]2C(=O)N(c3ccc(OC)cc3)CC2(C)C)cc1
    x, 0, 0, -1.0, -4, -14, 2, i, -5, 1
O=C(Nc1cc(=O)[nH]c(=O)[nH]1)c1cc(Cl)ccc1Cl
    9, 0, -6, -0.3, 0, 10, 8, i, -5, 0
Cc1ccc(NC(=O)C2C3C=CC4(O3)C2C(=O)N(CCCN2CCOCC2)C4C(=O)NC2CCCCC2)cc1Cl (stereo not given)
    -10, -1, -8, -2.2, 4, -7, 6, i, 4, -2
CC1(C)CC(=O)C=C(NCc2ccncc2)C1
    -8, -3, -8, -3.6, -1, -6, -2, i, -3, 0
CCN(C[C@H]1N[C@@](C)(C(=O)OC)[C@H]2C(=O)N(C)C(=O)[C@@H]12)C(=O)Nc1ccc(C(F)(F)F)cc1
    -5, 1, 0, -3.3, 4, -11, 11, i, 0, -1
COc1cc2nc(CN3CCOCC3)n(CC(=O)NCC(F)(F)F)c(=O)c2cc1OC
    1, -3, -5, -0.5, 4, -1, -14, i, -1, 2
CCCC1=C(C(=O)OCC)C(c2ccco2)C(C#N)=C(N)O1 (stereo not given)
    -5, 0, -3, -0.1, -6, -24, 0, i, -6, -5
COc1ccc(Br)cc1C(=O)NC(=S)Nc1cc(-c2nc3ccccc3[nH]2)ccc1C
    3, -1, 29, 0.5, -8, -5, 5, i, 1, -5

Brought forward from above: four compounds; new compounds follow.
Fields – Scp1 inh, STEP inh, NadD inh, LMPTP inh, DNMT1 block, NRP1-CendR mod, SKN-1 block, Rpn11 inh, SUMO1-SIM PPI, MT1-MMP act inh
CCN(C[C@H]1N[C@@](C)(C(=O)OC)[C@H]2C(=O)N(C)C(=O)[C@@H]12)C(=O)Nc1ccc(C(F)(F)F)cc1
    -5, 1, 0, -3.3, 4, -11, 11, i, 0, -1
COc1cc2nc(CN3CCOCC3)n(CC(=O)NCC(F)(F)F)c(=O)c2cc1OC
    1, -3, -5, -0.5, 4, -1, -14, i, -1, 2
CCCC1=C(C(=O)OCC)C(c2ccco2)C(C#N)=C(N)O1 (stereo not given)
    -5, 0, -3, -0.1, -6, -24, 0, i, -6, -5
COc1ccc(Br)cc1C(=O)NC(=S)Nc1cc(-c2nc3ccccc3[nH]2)ccc1C
    3, -1, 29, 0.5, -8, -5, 5, i, 1, -5
NC(=O)C1CCN(C(=O)/C(=C/c2ccccc2)NC(=O)c2ccccc2)CC1
    -4, -2, -3, -1.6, -1, 7, 2, i, 1, -2
CC(Sc1nnc(N)s1)C(=O)Nc1nccs1 (stereo not given)
    -10, 0, 4, -0.8, 3, -9, 6, i, 16, -2
Cc1cc2oc(C(=O)Nc3ccc(S(=O)(=O)Nc4onc(C)c4C)cc3)cc(=O)c2cc1Cl
    -7, -3, 5, 0.2, 20, -16, -26, i, 13, -2
COc1ccc(-n2nnnc2SCC(=O)Nc2ccc3c(c2)OCCO3)c(OC)c1
    -17, 0, 6, 1.1, -5, -12, 0, i, -3, 8
C#CCOCCOCCOCCNc1nc(N2CCN(C(=O)[C@H]([C@@H](C)CC)n3cc([C@@H](N)Cc4ccc(O)cc4)nn3)CC2)nc(N2CCN(C(=O)[C@H](Cc3cc4ccccc4[nH]3)n3cc([C@@H](N)CC(C)C)nn3)CC2)n1
    11, 4, 48*, 6.7, -4, 5, 18, +, -15, 0
CCCCC1=NN(C(=O)c2ccncc2)C(O)(C(F)(F)F)C1 (stereo not given)
    -5, -2, 3, -0.4, -1, 13, 16, i, -5, -1
Cc1cccc(OCCn2nc(C(=O)O)c3ccccc3c2=O)c1
    -7, -2, -6, -3.3, -1, -1, 5, i, -5, 1
C=CCn1c(=S)[nH]c2cc(C(=O)Nc3ccc(OC)c(OC)c3)ccc2c1=O
    -6, 2, -4, -2.8, -9, 14, 1, i, 6, 4
O=C(COC(=O)c1cccs1)Nc1nnc(-c2ccccc2)o1
    -2, 0, 4, -2.0, -1, -19, -3, i, 6, -2
COc1cc(/C=N/NC(=O)c2cc(O)cc(O)c2)ccc1OC(=O)c1ccccc1
    62*, 67*, 11, 13, 77*, 13, -18, i, 34, 1
CCOc1ccccc1C(=O)NCC(=O)Nc1ncccc1C
    -1, 4, -2, -0.6, 1, 8, 4, i, 5, -1
OC(Cc1ccncc1)c1ccccc1Cl (stereo not given)
    39, -4, -3, 4.4, 9, -3, 12, i, -3, 2
Cc1ccc(C(=O)O)cc1S(=O)(=O)N1CCCC1
    -3, 3, -2, -0.1, 1, 0, 18, i, -1, -6
O=C(Cc1ccccc1)N1CCC(C(=O)N2CCN(c3ccc(F)cc3)CC2)CC1
    -2, -10, -1, -0.5, -3, 4, 7, i, -3, 6
Cc1ccc(NC(=S)N(CCCN2CCOCC2)Cc2cccs2)c(C)c1
    -1, 55*, -6, -1.9, 2, -11, 16, i, -3, 2
CCn1c(Cc2ccccc2)nnc1SC(C)C(=O)NC1CC1 (stereo not given)
    1, -1, -3, -1.4, 1, 10, 12, i, 5, -1
Cn1c(=O)c2[nH]cnc2n(-c2ccccc2)c1=O
    -7, 5, 0, 0.1, 2, -13, -11, i, -1, 5
Cc1ccc(NS(=O)(=O)c2c(C(=O)N3CCCCCC3)c(C)n(C)c2C)cc1C
    -4, 0, 7, -1.5, 1, 9, -7, i, -1, 0
Nc1c(C(=O)NCc2ccco2)c2nc3ccccc3nc2n1CCc1ccccc1
    -1, -1, 17, 2.8, -21, -11, 16, i, 4, -23
Cc1ccc(NC(=O)c2cc(=O)[nH]c3ccccc23)cc1C
    -12, -1, -7, -0.4, 1, 10, 18, i, 0, 0
O=C(O)c1ncsc1-c1ccccc1
    1, 4, 2, -2.0, 1, -10, 6, i, 3, 0
COc1ccc(Cc2nc3ccc(C(=O)NCC4COCCO4)cc3o2)cc1 (stereo not given)
    -1, -2, -3, -1.0, 0, -1, -1, i, -3, 6
